RGS8-Gao reg = modulates binding of RGS8 to human Galphao. 220,000 tested, 0.34% active. response (percent of control binding), % at 10 µM. multiplexed bead flow cytometry; actives lie on both sides; in the data active means response below about 60% or above about 140%; inactive means in between;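 further: Galphao activated as the GDP aluminium fluoride complex binding bead-coupled RGS8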
Bcl-2 Bim block = human Bim-Bcl-2 interaction inhibition; P10415; Bead-based flow cytometry, Bim peptide-Bcl-2 binding; inhibition, % at 10 µM; 190,000 tested, 0.06% active; AID 950; in the data active means inhibition above about 40%; inconclusive means no clear call, values can overlap the other calls;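 further: 0% = no compound wells with probe peptide and 100% = reference peptide inhibitor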
ABCB1 inh = human ABCB1 inhibition, ABCG2 as counter-screen; CCRF-Adr cells, JC-1 efflux, flow cytometry; inhibition, % at 6.6 µM; AID 1326; 190,000 tested, 0.067% active; P08183; in the data active means inhibition above about 40%;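 further: 0% = vehicle and 100% = reference inhibitor; higher value means more JC-1 retained so stronger ABCB1 efflux block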
Target sequence (P08183 whole entry, looked up): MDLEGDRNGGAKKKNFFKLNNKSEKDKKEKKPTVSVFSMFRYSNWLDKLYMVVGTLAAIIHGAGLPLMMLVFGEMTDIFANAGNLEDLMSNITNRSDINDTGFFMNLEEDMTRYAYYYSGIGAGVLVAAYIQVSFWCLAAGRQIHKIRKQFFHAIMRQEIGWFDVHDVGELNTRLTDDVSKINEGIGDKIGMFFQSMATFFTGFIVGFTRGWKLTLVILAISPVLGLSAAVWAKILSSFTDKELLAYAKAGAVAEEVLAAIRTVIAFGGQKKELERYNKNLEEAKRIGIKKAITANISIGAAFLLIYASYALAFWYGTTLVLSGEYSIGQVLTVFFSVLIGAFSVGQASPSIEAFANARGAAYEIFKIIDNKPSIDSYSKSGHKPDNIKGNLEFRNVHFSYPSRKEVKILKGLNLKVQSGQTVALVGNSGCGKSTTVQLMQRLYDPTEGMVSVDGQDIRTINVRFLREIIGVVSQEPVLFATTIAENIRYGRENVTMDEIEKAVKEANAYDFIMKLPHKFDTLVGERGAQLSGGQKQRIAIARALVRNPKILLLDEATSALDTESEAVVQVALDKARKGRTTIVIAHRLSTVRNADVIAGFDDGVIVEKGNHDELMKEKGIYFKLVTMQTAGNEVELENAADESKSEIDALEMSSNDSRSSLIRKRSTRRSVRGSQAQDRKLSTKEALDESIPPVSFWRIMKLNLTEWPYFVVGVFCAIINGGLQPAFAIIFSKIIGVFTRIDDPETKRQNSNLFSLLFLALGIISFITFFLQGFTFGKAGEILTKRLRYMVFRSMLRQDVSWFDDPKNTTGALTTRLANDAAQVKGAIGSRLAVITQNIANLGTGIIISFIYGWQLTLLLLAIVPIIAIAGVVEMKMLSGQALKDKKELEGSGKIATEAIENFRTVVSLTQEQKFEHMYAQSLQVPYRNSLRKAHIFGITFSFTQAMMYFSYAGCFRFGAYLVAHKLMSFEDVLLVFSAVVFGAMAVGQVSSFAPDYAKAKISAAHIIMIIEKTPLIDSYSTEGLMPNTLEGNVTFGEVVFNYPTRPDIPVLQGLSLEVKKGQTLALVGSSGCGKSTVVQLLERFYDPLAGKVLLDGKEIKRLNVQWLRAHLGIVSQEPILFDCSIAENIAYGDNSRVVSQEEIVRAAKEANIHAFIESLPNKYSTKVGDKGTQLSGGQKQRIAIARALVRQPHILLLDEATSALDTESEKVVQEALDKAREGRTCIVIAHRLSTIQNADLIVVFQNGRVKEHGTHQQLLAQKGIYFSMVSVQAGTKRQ
ABCG2 inh = inhibitors of human ABCG2 transporter, ABCB1 counter-screen; IgMXP3 cells, JC-1 efflux, flow cytometry; inhibition, % at 6.6 µM; 190,000 tested, 0.1% active; AID 1325;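 active means inhibition above 80%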;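 further: 0% = DMSO and 100% = nicardipine control wells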
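Measure – % inhibition of efflux relative to nicardipine and DMSO · Test system – ABCG2 IgMXP3 and barcoded ABCB1 CCRF-Adr cell mix · Control set – nicardipine as high control, DMSO as low control · Compound – one concentration, 6.6 µM final · Signal – flow cytometry of retained JC-1 fluorescence · Timing – 10 min exposure at 25 °C with rotation, no wash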
Bim-Bfl-1 = human Bim-Bfl-1 interaction inhibition. Q16548. Bead-based flow cytometry, Bim-Bfl-1 binding inhibition. inhibition, % at 10 µM. 190,000 tested, 0.12% active;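 further: 0% = wells without compound plus tracer and 100% = blocker peptide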
Bcl-XL Bim block = disrupts Bim peptide binding to human Bcl-XL. 190,000 tested, 0.04% active. Q07817. inhibition, % at 10 µM. bead flow cytometry, fluorescence
Bim-Mcl-1 = disrupts Bim peptide binding to human Mcl-1; Bead-based flow cytometry, Bim peptide-Mcl-1 binding; 190,000 tested, 0.1% active; AID 1009; Q07820; inhibition, % at 10 µM;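 further: 0% = no compound tracer wells and 100% = peptide blocker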
Bcl-W Bim block = inhibitors of Bim-Bcl-W interaction, human; AID 952; inhibition, % at 10 µM; bead-based flow cytometry, Bim peptide-Bcl-W binding; 190,000 tested, 0.02% active;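 further: 0% = bound tracer without compound and 100% = peptide blocker; higher means less fluorescent Bim peptide bound to Bcl-W beads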
RGS7-Gao = regulators of human RGS7-Galphao interaction. Multiplexed bead flow cytometry, RGS7-Galphao binding; actives lie on both sides. 220,000 tested, 0.35% active. binding response (% of control), % at 10 µM. P09471; in the data active means binding response below about 49% or above about 150%; inconclusive means no clear call, values can overlap the other calls; inactive means in between;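 further: fluorescent Galphao held in activated GDP-AlF4 state binding bead-coupled RGS7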
RGS4-Gao reg = modulates binding of RGS4 to human Galphao | AID 1415 | 220,000 tested, 0.33% active | Multiplexed bead flow cytometry; actives lie on both sides | binding response (% of control), % at 10 µM; in the data active means binding response below about 49% or above about 150%; inactive means in between;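 further: fluorescent Galphao activated with aluminum fluoride binding bead-coupled RGS4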
Bim-Bcl-B = inhibitors of Bim-Bcl-B interaction, human. bead-based flow cytometry, Bim peptide-Bcl-B binding. inhibition, % at 10 µM. AID 951. Q9HD36. 190,000 tested, 0.073% active;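 further: 0% = tracer peptide without compound and 100% = reference inhibitor peptide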
* = called active by the depositor; ? = inconclusive; & = joins results of further samples. Unless noted, no stated cut-off is given here; in the data, active means inhibition above about 40%.

no.	SMILES	RGS8-Gao reg	Bcl-2 Bim block	ABCB1 inh	ABCG2 inh	Bim-Bfl-1	Bcl-XL Bim block
1	CCN1CCN(Cc2ccc(NC(=O)Nc3cccs3)cc2)CC1	104	-1	0.3	1	0	-3
2	Cc1cc(NC(=O)C2CC(c3ccc(Cl)cc3)=NO2)no1 (stereo not drawn)	103	-10	0.0	5	-12	-10
3	CN(C)CCCN(C(=O)CCOc1ccccc1)c1nc2c(F)cccc2s1	101	-2	1.0	2	-7	-4
4	Nc1nnc(SCC(=O)c2ccc3c(c2)NC(=O)CO3)s1	101	-1	0.1	1	-3	-1
5	C=CCNC(NC(=O)c1ccccc1)(C(=O)OCC)C(F)(F)F (stereo not drawn)	100	-8	0.7	2	-10	-5
6	N#Cc1ccc(NC(=S)Nc2ccccc2)cc1	96	-1	0.0	4	1	-7
7	CC1(C)CC(=O)C(C#N)=C(NCCCO)C1	99	-5	0.1	0	-7	-4
8	CCN(CC)CCCSc1nc2ccccc2s1	100	-1	0.7	1	-6	-3
9	O=C(NC1CC1)C1CCN(C2CCN(C(=O)/C=C/c3cccc(F)c3F)CC2)CC1	105	-2	0.4	1	-7	-5
10	C/C(=N\Nc1nc(-c2ccccc2O)nc2ccccc12)c1ccccc1	97	-3	0.2	3	-4	0

no.	Bim-Mcl-1	Bcl-W Bim block	RGS7-Gao	RGS4-Gao reg	Bim-Bcl-B
1	-2	0	100	102	0
2	-3	-1	98	100	-4
3	0	-3	122	108	-7
4	0	-1	99	96	-4
5	1	-1	103	102	-5
6	-4	-1	96	96	-11
7	0	0	106	102	-5
8	0	-2	103	102	-2
9	-2	-3	109	102	-6
10	-1	0	94	95	-3

Next part.
no.	SMILES	RGS8-Gao reg	Bcl-2 Bim block	ABCB1 inh	ABCG2 inh	Bim-Bfl-1	Bcl-XL Bim block
11	COC(=O)c1c(C)oc2ccc(N(C(=O)Oc3ccccc3)S(=O)(=O)c3ccccc3)cc12	99	-2	-0.1	-1	-15	-4
12	COc1ccc2nc(NC(=O)C3CCCN(S(=O)(=O)c4c(C)noc4C)C3)sc2c1 (stereo not drawn)	102	-10	1.3	2	-13	-6
13	CCCCCc1c(C)nc(N2CCc3ccccc3C2)[nH]c1=O	101	-10	0.5	6	-9	-5
14	Cc1c(S(=O)(=O)Nc2ccc3c(c2)OCCO3)c(=O)n(C)c(=O)n1C	98	-8	0.3	2	-6	-2
15	COc1cc(=O)n(C)c2c(OCC3OC(C)(C)OC3(C)C)cccc12 (stereo not drawn)	99	2	0.2	5	0	0
16	O=C(NCC(=O)N1CC(O)CC1C(=O)N1CCCC1C(=O)OCc1ccccc1)OCc1ccccc1 (stereo not drawn)	97	-3	0.2	1	-1	-15
17	Cc1sc(-c2ccccn2)nc1OC(=O)c1ccc(Cl)c(Cl)c1	105	-17	-0.6	-6	-15	-8
18	O=C(Cc1ccccc1)N/N=C/C=C/c1cccc([N+](=O)[O-])c1	103	-2	0.7	7	0	-4
19	Cn1c(=O)c(NC(=O)c2ccccc2)c2n(c1=S)CCCCC2	103	-2	-1.3	-1	-3	0
20	C#CC(=O)N(c1ccc(OC)c(OC)c1)C(C(=O)NC1CCCC1)c1cccs1 (stereo not drawn)	91	-1	-0.4	1	-4	-4

no.	Bim-Mcl-1	Bcl-W Bim block	RGS7-Gao	RGS4-Gao reg	Bim-Bcl-B
11	-1	-1	101	102	-8
12	-3	-4	102	101	-10
13	0	0	101	97	-7
14	-2	0	95	96	-6
15	-1	3	102	98	-3
16	-29	-13	94	90	-5
17	-1	0	101	107	-7
18	0	-2	102	102	-2
19	0	0	101	101	-2
20	0	0	93	99	-1

The list goes on.
no.	SMILES	RGS8-Gao reg	Bcl-2 Bim block	ABCB1 inh	ABCG2 inh	Bim-Bfl-1	Bcl-XL Bim block
21	CCOC(=O)C1CCCN(C/C(O)=C(\C#N)c2nc(-c3ccc(Cl)cc3)cs2)C1 (stereo not drawn)	102	-10	0.1	2	-10	-2
22	CC(=O)Nn1cc2c(c1-c1ccccc1)c(=O)n(C)c(=O)n2C	106	-10	0.3	0	-10	-4
23	COc1cc(NC(=S)N2CCN(C)CC2)c(OC)cc1Cl	95	0	0.1	0	3	-3
24	COc1ccc(CN(C(=O)CN2C(=O)c3ccccc3S2(=O)=O)C(C(=O)NCC2CCCO2)c2ccncc2)cc1 (stereo not drawn)	107	-2	-0.7	-6	0	-6
25	C[N+]1(C2CCC3CCCC2C3O)CCCC1 (stereo not drawn)	101	1	1.4	51	2	-1
26	Cn1cc(CNCc2ccc(-n3cccn3)cc2)c(-c2ccccc2F)n1	101	2	0.2	0	1	0
27	CN(C)C(=O)Oc1cccc([N+](C)(C)C)c1	101	3&-2	-0.3&0.2	0&-1	-1&-1	0&-3
28	COC(=O)c1ccc(-c2cc(C(=O)O)c3cc4c(cc3n2)OCCO4)cc1	111	1	-0.7	-4	0	0
29	Cc1cc2ncc(S(=O)(=O)C(C)(C)C)c(N)n2n1	97	-1	0.6	6	-5	-2
30	Cn1c(SCc2n[nH]c(=S)o2)nnc1-c1ccccc1	102	-7	-1.2	-8	-12	-5

no.	Bim-Mcl-1	Bcl-W Bim block	RGS7-Gao	RGS4-Gao reg	Bim-Bcl-B
21	-1	2	107	104	-6
22	-2	0	104	105	-8
23	-10	-2	85	97	-31
24	-1	-3	111	103	-3
25	-3	0	109	109	-4
26	1	4	100	97	2
27	0&-3	1&-3	101	101	0&-6
28	0	0	104	104	0
29	0	1	?	98	-2
30	-2	-2	100	100	-12

(cont.)
no.	SMILES	RGS8-Gao reg	Bcl-2 Bim block	ABCB1 inh	ABCG2 inh	Bim-Bfl-1	Bcl-XL Bim block
31	Cc1cc(C)c2c(N)c(C(=O)C(C)(C)C)sc2n1	100	0	0.4	6	-2	-4
32	CCOc1ccc(NS(=O)(=O)c2ccc(NS(=O)(=O)c3ccccc3)cc2)cc1	103	-5	-0.1	0	-11	-7
33	CCOC(=O)CSc1nc2sc(C)c(C)c2c(=O)[nH]1	99	-4	0.2	9	-1	0
34	CCOC(=O)C1=C(CSc2nc(CC)c(C)cc2C#N)OC(N)=C(C#N)C1c1ccccc1 (stereo not drawn)	101	-11	0.5	1	-12	0
35	CCOC(=O)c1ccccc1NC(=O)Cc1ccccc1OC	101	3	-0.1	3	1	1
36	O=C(NCc1ccco1)c1cc2nc(C3CC3)cc(C(F)(F)F)n2n1	98	-3	0.8	10	0	-3
37	CC(=O)OC(C(=O)NCc1ccco1)c1ccncc1 (stereo not drawn)	96	2	0.4	1	-1	4
38	Fc1cccc(Cc2noc(CN3CCN(c4cnccn4)CC3)n2)c1	104	0	-0.8	0	-6	-2
39	CC(C)N(C(=O)c1ccccc1-c1ccccc1)C(C)C	95	-6	0.0	-1	-6	0
40	O=C(NC1CCCCCCC1)c1cc(F)c(F)cc1Cl	101	-5	-0.2	5	-4	0

no.	Bim-Mcl-1	Bcl-W Bim block	RGS7-Gao	RGS4-Gao reg	Bim-Bcl-B
31	0	-2	?	100	-4
32	-4	2	103	105	-9
33	0	0	103	98	1
34	-1	0	102	102	-8
35	5	1	100	101	-1
36	-2	-4	94	94	-3
37	0	2	99	92	-2
38	-1	2	101	105	-4
39	-1	1	97	101	-8
40	1	3	97	102	-1

(continued)
no.	SMILES	RGS8-Gao reg	Bcl-2 Bim block	ABCB1 inh	ABCG2 inh	Bim-Bfl-1	Bcl-XL Bim block
41	COc1cccc(-n2c(Cc3cc(=O)[nH]c(=O)[nH]3)nnc2SCc2cccnc2)c1	102	-5	0.4	1	-8	-3
42	CCOC(=O)C1(Cc2cccc(Cl)c2)CCCN(CCO)C1 (stereo not drawn)	100	-5	0.0	0	-7	-3
43	CCc1ccccc1NC(=O)CCC(=O)OCC(=O)c1ccc(-c2ccccc2)cc1	79	5	-0.1	-6	12	6
44	S=C(NCc1cccc(Cl)c1)NC1CCCCC1	93	-7	-0.2	0	-3	-7
45	CC(=O)N1C(C)(C)CC(=NOS(=O)(=O)c2ccccc2)CC1(C)C	98	-2	2.9	10	-3	0
46	CCCCn1c(N)c(N(CC)C(=O)c2ccc3c(c2)S(=O)(=O)c2ccccc2C3=O)c(=O)[nH]c1=O	87	-6	0.2	1	-3	-6
47	C/C=C/CSc1nc2c(c(=O)[nH]c(=O)n2C)n1Cc1ccc(C)cc1	96	-1	0.8	3	5	-5
48	Cc1ccc(S(=O)(=O)N2CCCN(S(=O)(=O)C3CCS(=O)(=O)C3)CC2)cc1 (stereo not drawn)	98	-5	-0.1	0	-10	5
49	O=P(O)(O)C(O)C(F)(F)C(F)(F)C(F)(F)C(F)F (stereo not drawn)	99	-5	0.1	2	-8	-2
50	Cc1cc(=O)oc2cc(OCC(=O)OCC(=O)NCc3ccc4c(c3)OCO4)ccc12	100	0	0.8	12	0	0

no.	Bim-Mcl-1	Bcl-W Bim block	RGS7-Gao	RGS4-Gao reg	Bim-Bcl-B
41	0	-1	106	101	-3
42	-3	-1	96	99	-3
43	1	2	92	91	4
44	-2	-4	102	98	-6
45	0	-2	91	97	-3
46	-5	-1	88	79	-2
47	-2	2	107	99	-12
48	1	1	103	95	-7
49	1	0	96	97	-4
50	0	0	102	101	-2

Next section.
no.	SMILES	RGS8-Gao reg	Bcl-2 Bim block	ABCB1 inh	ABCG2 inh	Bim-Bfl-1	Bcl-XL Bim block
51	O=C(Nc1ccc(N2CCOCC2)c(Cl)c1)c1ncn[nH]1	104	-3	0.8	4	-3	-10
52	Cc1ccc(-c2nc(N)sc2CC(=O)OCC(=O)NCCC(C)C)cc1	96	9	-0.5	-1	2	4
53	COc1cc(C(=O)O/N=C2/C=CC(=O)C(C)=C2C)cc(OC)c1OC	102	-11	1.0	56	-15	-5
54	CCCCC(CC)CNC(=O)CCCCn1c(=O)[nH]c2ccsc2c1=O (stereo not drawn)	102	0	1.3	7	-6	-2
55	COc1ccccc1NC(=O)COC(=O)c1cnc(C)cn1	106	-2	0.7	3	-2	0

no.	Bim-Mcl-1	Bcl-W Bim block	RGS7-Gao	RGS4-Gao reg	Bim-Bcl-B
51	-6	-6	102	104	-6
52	0	0	99	92	6
53	-2	0	102	99	-5
54	-2	-3	102	100	-6
55	-1	0	85	99	-2
